GLS inh = qHTS for Inhibitors of Glutaminase (GLS); GLS enzymatic activity, qHTS titration; Potency, µM (series often up to 45.5 µM), inactives show at the highest dose activity change, negative = inhibition, most hits filed as inhibitors; hit rate 0.21% among 410,000
Target sequence (O94925 whole entry, looked up): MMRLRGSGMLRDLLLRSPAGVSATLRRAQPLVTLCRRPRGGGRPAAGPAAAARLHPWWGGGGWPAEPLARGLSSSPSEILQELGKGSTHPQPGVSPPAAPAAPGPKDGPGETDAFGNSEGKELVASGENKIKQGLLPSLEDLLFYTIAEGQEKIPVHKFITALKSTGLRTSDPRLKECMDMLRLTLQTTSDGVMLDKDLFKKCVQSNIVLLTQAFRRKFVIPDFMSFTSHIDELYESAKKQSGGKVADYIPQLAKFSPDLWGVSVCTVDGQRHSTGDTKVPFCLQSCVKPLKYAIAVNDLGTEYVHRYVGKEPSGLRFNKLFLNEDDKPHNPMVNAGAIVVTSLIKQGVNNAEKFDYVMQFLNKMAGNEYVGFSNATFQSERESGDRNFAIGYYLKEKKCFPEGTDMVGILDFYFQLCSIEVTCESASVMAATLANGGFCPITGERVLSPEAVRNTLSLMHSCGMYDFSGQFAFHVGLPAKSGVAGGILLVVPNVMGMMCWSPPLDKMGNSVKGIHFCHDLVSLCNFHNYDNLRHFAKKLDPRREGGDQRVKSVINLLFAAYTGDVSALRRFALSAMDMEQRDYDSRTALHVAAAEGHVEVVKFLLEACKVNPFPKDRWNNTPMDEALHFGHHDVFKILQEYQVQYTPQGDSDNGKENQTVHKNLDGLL
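Enzyme dispensed in phosphate buffer (45 mM, pH 8.2, 0.02% Tween-20), compounds pinned in, then 1 mM L-glutamine solution and the glutamate oxidase–HRP–Amplex Red mix added; fluorescence read immediately and again after 30 min at room temperature.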
G9a block = qHTS Assay for Inhibitors of Histone Lysine Methyltransferase G9a; Histone-lysine N-methyltransferase EHMT2 (Homo sapiens), Q96KQ7; G9a H3K9 monomethylation, AlphaScreen, 2 h; Potency, µM (doses to about 102 µM), without a hit: top-dose activity, negative = inhibition, actives largely listed as inhibitors; hit rate 8.8% among 350,000; AID 504332, 2011; note: nearly all actives have a fitted effect of over 75% in size
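Methyltransferase reactions run at room temperature for 2 h (20 nM enzyme, 500 nM biotin-H3K9 peptide, 20 uM SAM) after a 15 min compound preincubation; product detected by AlphaScreen beads and anti-H3K9me1 antibody.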
BAZ2B block = qHTS Assay for Inhibitors of BAZ2B; AlphaScreen BAZ2B-H3K14Ac peptide displacement; hit rate 4.4% among 360,000; Potency, µM (top dose mostly 114 µM), for the others: at the top dose activity change, negative = inhibition, actives largely listed as inhibitors; Bromodomain adjacent to zinc finger domain protein 2B (Homo sapiens), Q9UIF8; AID 504333, 2011; note: nearly all actives have a fitted effect of over 60% in size
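BAZ2B 50 nM plus b-H3(5-23)K14Ac 50 nM, PBS pH 7.4/0.01% Tween-20, 30 min RT; compound added (max 110 uM), 30 min RT; streptavidin donor/Ni-chelate acceptor beads 10 ug/mL final, 20 min dark; AlphaScreen read.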
RGS4 inh = Inhibitors of Regulator of G Protein Signaling (RGS) 4: qHTS; Transcreener GDP fluorescence polarization, RGS4-accelerated GTP hydrolysis; Potency, µM (series often up to 114 µM), for the others: at the highest dose activity change, negative = inhibition, actives largely listed as inhibitors; hit rate 0.039% among 390,000; note: nearly all actives have a fitted effect of over 75% in size; some results filed as inactive show a strong effect at the top dose
Target sequence (P49798 whole entry, looked up): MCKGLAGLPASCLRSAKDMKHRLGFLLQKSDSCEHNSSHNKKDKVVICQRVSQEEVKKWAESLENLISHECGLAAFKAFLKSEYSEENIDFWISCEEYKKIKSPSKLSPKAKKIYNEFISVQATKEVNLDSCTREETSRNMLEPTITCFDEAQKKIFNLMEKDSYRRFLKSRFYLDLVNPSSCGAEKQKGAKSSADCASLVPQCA
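MLSMR compounds (23 nl, pin-transferred) preincubated 10 min at room temperature with a 500nM (2x) first reagent, then RGS4 at 900nM (2x) plus Transcreener GDP mix added; fluorescence polarization (620/688 nm) read before and after 90 min at 30 °C.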
JMJD2A Tudor inh = qHTS Assay for Inhibitors of JMJD2A-Tudor Domain; Potency, µM (titrated, usually from 114 µM), without a hit: at the top dose activity change, negative = inhibition, usual class: inhibitors; AlphaScreen JMJD2A-Tudor / H3K4me3 peptide binding; Lysine-specific demethylase 4A (Homo sapiens), O75164; hit rate 4.4% among 390,000; note: nearly all actives have a fitted effect of over 50% in size
Starred values were filed as active, the others as inactive; i = inactive; ? = inconclusive; · = no result given; [ ] = another dose, or the depositor's remark. Calls come from the whole dose curve; as a rule, active = well fitted curve in the direction sought with a large enough effect; inconclusive = small, poorly fitted or top-dose-only effect, or another doubt; inactive = no such curve, though single readings can be large; an effect the other way counts as inactive or inconclusive. % is set by controls: 0 for no effect and ±100 for the full control effect; potency is the fitted concentration of half-maximal effect.

SMILES,GLS inh,G9a block,BAZ2B block,RGS4 inh,JMJD2A Tudor inh
CC(C)[C@@]1(NC(=O)[C@@H]2C[C@H]3c4cccc5[nH]cc(c45)C[C@@H]3N(C)C2)O[C@]2(O)[C@H]3CCCN3C(=O)[C@H](Cc3ccccc3)N2C1=O,·,14.2%[21.5 µM],·,·,·
C[C@@]12CC[C@H](O)C[C@@H]1CC[C@H]1[C@H]2CC[C@@]2(C)[C@@H](C3=CC(=O)OC3)CC[C@]12O,·,28.3%[21.5 µM],·,·,·
COc1cc(C2c3cc4c(cc3C(O)[C@H]3COC(=O)C23)OCO4)cc(OC)c1OC (some centres undefined),·,-2.4%[2.33 µM],·,·,·
O=[N+]([O-])c1ccc(-c2[se]c3ccccc3c2I)cc1,·,?,·,·,·
O=c1c(O)c(-c2ccc(O)c(O)c2)oc2c(O)c(O)cc(O)c12,·,?,·,·,·
CO[C@@H](C)[C@](O)(C(=O)OCC1=CCN2CC[C@@H](O)[C@H]12)C(C)C,·,25.3%[21.5 µM],·,·,·
C#C[C@@]1(O)CC[C@@H]2[C@@H]3CCC4=CC(=O)CC[C@@]4(C)[C@H]3CC[C@]21C,·,14.9%[21.5 µM],·,·,·
CC(=O)O[C@H]1[C@H]2[C@@H](OC(=O)Cc3ccccc3)[C@@H](C)C[C@]2(OC(C)=O)C(=O)/C(C)=C/[C@@H]2[C@H](CC[C@@]13CO3)C2(C)C,·,11.6%[59 µM],·,·,·

Whole records from above. Order of screens: GLS inh | G9a block | BAZ2B block | RGS4 inh | JMJD2A Tudor inh
CC(=O)O[C@H]1[C@H]2[C@@H](OC(=O)Cc3ccccc3)[C@@H](C)C[C@]2(OC(C)=O)C(=O)/C(C)=C/[C@@H]2[C@H](CC[C@@]13CO3)C2(C)C in the list: · | 11.6%[59 µM] | · | · | ·
CC(C)[C@@]1(NC(=O)[C@@H]2C[C@H]3c4cccc5[nH]cc(c45)C[C@@H]3N(C)C2)O[C@]2(O)[C@H]3CCCN3C(=O)[C@H](Cc3ccccc3)N2C1=O in the list: · | 14.2%[21.5 µM] | · | · | ·

The list goes on:
SMILES,GLS inh,G9a block,BAZ2B block,RGS4 inh,JMJD2A Tudor inh
C[C@@H](COc1ccccc1)N(CCCl)Cc1ccccc1,·,1.5%[21.5 µM],·,·,·
CN1CC[C@]2(C)c3cc(O)ccc3N(C)[C@@H]12,·,8.91µM*,·,·,·
C=C1CC[C@H](O)C/C1=C/C=C1\CCC[C@]2(C)[C@H]1CC[C@H]2[C@@H](C)CCCC(C)C,·,21.0%[21.5 µM],·,·,·
COc1ccc(CC2NC[C@H](O)[C@H]2OC(C)=O)cc1 (some centres undefined),·,-10.0%[2.33 µM],·,·,·
C[C@H](CCC(=O)O)C[C@H](C)C[C@H](C)C(=O)/C=C(\O)[C@H](C)C[C@H](C)C/C=C/[C@@H](C)[C@@H](O)[C@@H](C)[C@@H](O)C[C@@H]1CC[C@@](C)(C2CC[C@@](C)([C@@H](C)O)O2)O1 (some centres undefined),·,21.4%[59 µM],·,·,·
CCCCCCCCCCCCCC(=O)OC1C(C)[C@@]2(O)C(C=C(CO)C[C@]3(O)C(=O)C(C)=C[C@H]23)[C@@H]2C(C)(C)[C@]12OC(C)=O (some centres undefined),·,-30.6%[2.33 µM],·,·,·
Nc1ncnc2c1ncn2[C@@H]1O[C@@H]2CO[P@](=O)(S)O[C@H]2[C@H]1O,·,8.7%[59 µM],·,·,·
CCCCCCCCc1[se]c2ccccc2c1I,·,4.6%[59 µM],·,·,·
COC(=O)C1(O)CC2OC1(C)n1c3ccccc3c3c4c(c5c6ccccc6n2c5c31)C(=O)NC4 (centres undefined),·,24.1%[12.7 µM],·,·,·
CC(=O)C1CCC2C3CCC4CC(O)CCC4(C)C3CC(O)C12C (centres undefined),·,-45.2%[2.33 µM],·,·,·
CCN1C[C@]2(C)CC[C@H](O)[C@@]34[C@@H]5C[C@@H]6[C@@H](OC)C[C@@](O)(C5[C@H]6O)[C@@H](C[C@@H]23)[C@@H]14,·,15.0%[12.7 µM],·,·,·
CC1CCCC(=O)CCC/C=C/c2cc(O)cc(O)c2C(=O)O1 (centres undefined),·,-31.5%[2.33 µM],·,·,·
CC(C)CC1C(=O)N2CCCC2C2(O)O[C@@](NC(=O)C3C=C4c5cccc6[nH]c(Br)c(c56)CC4N(C)C3)(C(C)C)C(=O)N12 (some centres undefined),·,?,·,·,·
CCCCC/C=C\C/C=C\C/C=C\C/C=C\CCCC(=O)OCCN,·,?,·,·,·
CN1C(=O)CCS(=O)(=O)[C@@H]1c1ccc(Cl)cc1,·,4.6%[21.5 µM],·,·,·
CC(=O)OC1CC2C(C)(C)C(O)C=C[C@@]2(C)C2CC[C@]3(C)C(=CC(=O)OC3c3ccoc3)[C@]12C (some centres undefined),·,-18.9%[2.33 µM],·,·,·

No new results follow: an excerpt of the list.
SMILES,GLS inh,G9a block,BAZ2B block,RGS4 inh,JMJD2A Tudor inh
COC(=O)C1(O)CC2OC1(C)n1c3ccccc3c3c4c(c5c6ccccc6n2c5c31)C(=O)NC4 (centres undefined),·,24.1%[12.7 µM],·,·,·
CC(=O)C1CCC2C3CCC4CC(O)CCC4(C)C3CC(O)C12C (centres undefined),·,-45.2%[2.33 µM],·,·,·

New compounds follow.
SMILES,GLS inh,G9a block,BAZ2B block,RGS4 inh,JMJD2A Tudor inh
CC(=O)C1CCC2C3CCC4=CC(=O)CC[C@@]4(C)C3CC[C@]12C (some centres undefined),·,-20.9%[2.33 µM],·,·,·
CN(CCC(N)CC(=O)NC1C=CC(n2ccc(N)nc2=O)OC1C(=O)O)C(=N)N (centres undefined),·,-45.3%[2.33 µM],·,·,·
CCC(C)C(=O)OC1C[C@@]2(C)C(c3ccoc3)OC(=O)CC23OC2(C)OC34C(OC(=O)C(C)C)[C@]3(O)C(OC(=O)C5(C)OC5C)[C@]5(C)CC3(O)[C@](C)(C5CC(=O)OC)C14O2 (some centres undefined),·,-44.8%[2.33 µM],·,·,·
CC1(C)C(O)CC(O)[C@]2(C)C1CC(O)[C@]1(C)C2CC[C@@]2(C)C(c3ccoc3)CC3OC312 (some centres undefined),·,-13.6%[2.33 µM],·,·,·
CCCCC/C=C\C/C=C\C/C=C\C/C=C\CCCC(=O)NCCCl,·,?,·,·,·
CCOc1ccc(-c2nc3ccc(-c4nc5ccc(N6CCN(C)CC6)cc5[nH]4)cc3[nH]2)cc1,·,12.6µM*,·,·,·
COC1=C[C@H]2C3=C([C@H]2C1=O)[C@H](NC(C)=O)CCc1cc(OC)c(OC)c(OC)c13,·,24.9%[21.5 µM],·,·,·
CC(=O)OC1CC2C(C)(C)C(=O)C=C[C@]2(C)C2CC[C@]3(C)C(=CC(=O)OC3c3ccoc3)[C@]12C (some centres undefined),·,-25.1%[2.33 µM],·,·,·
CCCCC/C=C\C/C=C\C/C=C\C/C=C\CCCCOC(CO)CO,·,16.7%[59 µM],·,·,·
NC(Cn1ccc(=O)c(O)c1)C(=O)O (centres undefined),·,4.8%[2.33 µM],·,·,·
CC(=O)OC1C2CCC3C1(CC(O)[C@@]1(O)[C@@H](CC(O)C1(C)C)[C@]3(C)O)C[C@@]2(C)O (some centres undefined),·,-31.5%[2.33 µM],·,·,·
CC1(C)N([O-])[N+](=O)C1(C)Br (centres undefined),·,-32.4%[2.33 µM],·,·,·
Clc1ccc(CO[C@@H](Cn2ccnc2)c2ccc(Cl)cc2Cl)cc1,·,?,·,·,·
O=C(O)CNC(=O)[C@@H](CS)Cc1ccccc1,·,?,·,·,·
CC(=O)OCC(=O)C1CCC2C3CC=C4CC(O)CC[C@@]4(C)C3CC[C@]12C (some centres undefined),·,-23.3%[2.33 µM],·,·,·
CC(C)=CCCC1(C)C=Cc2c(O)c3c(c(CC=C(C)C)c2O1)OC12C(=CC4CC1C(C)(C)OC2(C/C=C(/C)C(=O)O)C4=O)C3=O (centres undefined),·,-38.6%[2.33 µM],·,·,·
CC(=O)C1CC[C@H]2C3CC[C@@H]4CC(O)CC[C@@]4(C)C3CC[C@]12C (some centres undefined),·,-2.5%[2.33 µM],·,·,·
C=C1C(O)C2OC3(CCC(/C=C/C(C)C4CC(C)=CC5(OC(CC(C)(O)C(=O)O)CCC5O)O4)O3)CCC2OC1C(O)CC(C)C1OC2(CCCCO2)CCC1C (centres undefined),·,27.0%[2.33 µM],·,·,·
CC1=CC(=O)C2=C(C)C[C@@H](O)[C@@H]3[C@@H](OC(=O)[C@H]3C)[C@H]12,·,22.9%[21.5 µM],·,·,·
CC(C)c1cc2c(c(O)c1O)[C@@]1(C(=O)O)CCCC(C)(C)[C@@H]1CC2,·,3.55µM*,·,·,·
CC1CC[C@]2(NC1)OC1CC3C4CC=C5CC(O)CC[C@@]5(C)C4CC[C@]3(C)C1C2C (some centres undefined),·,-47.7%[2.33 µM],·,·,·
CC1=CC(=C2C(=O)NC(=S)NC2=O)C=C(C(F)(F)F)N1CCc1ccccc1,·,·,-14.2%,·,·
COc1ccc(CNCCc2cccc(F)c2)c2ccccc12,·,·,?,·,·
S=P(c1ccccc1)(c1ccccc1)c1c(-c2ccccc2)[nH]c2ccccc12,·,·,·,·,-27.2%

4 of the compounds above, with each value named:
SMILES: CCCCC/C=C\C/C=C\C/C=C\C/C=C\CCCC(=O)OCCN
  GLS inh: ·; G9a block: ?; BAZ2B block: ·; RGS4 inh: ·; JMJD2A Tudor inh: ·

SMILES: COc1ccc(CC2NC[C@H](O)[C@H]2OC(C)=O)cc1 (some centres undefined)
  GLS inh: ·; G9a block: -10.0%[2.33 µM]; BAZ2B block: ·; RGS4 inh: ·; JMJD2A Tudor inh: ·

SMILES: CC(=O)OC1CC2C(C)(C)C(O)C=C[C@@]2(C)C2CC[C@]3(C)C(=CC(=O)OC3c3ccoc3)[C@]12C (some centres undefined)
  GLS inh: ·; G9a block: -18.9%[2.33 µM]; BAZ2B block: ·; RGS4 inh: ·; JMJD2A Tudor inh: ·

SMILES: O=C(O)CNC(=O)[C@@H](CS)Cc1ccccc1
  GLS inh: ·; G9a block: ?; BAZ2B block: ·; RGS4 inh: ·; JMJD2A Tudor inh: ·

Next records.
SMILES,GLS inh,G9a block,BAZ2B block,RGS4 inh,JMJD2A Tudor inh
CN(C)C1C(=O)C(C(N)=O)=C(O)[C@@]2(O)C(=O)C3=C(O)c4c(O)cccc4[C@@](C)(O)C3[C@H](O)C12 (some centres undefined),·,·,·,129.3%[activator][56.9 µM],·
C[C@]1(C(=O)O)CCC[C@]2(C)c3cc(O)ccc3CC[C@@H]12,·,·,·,1.06µM*,·
CN(CCc1ccc(Cl)c(Cl)c1)[C@H]1CCCC[C@H]1N1CCCC1,·,·,·,478.0%[activator][56.9 µM],·
CC[C@H](CC[C@@H](C)C1CC[C@H]2[C@@H]3CC=C4C[C@@H](O)CC[C@]4(C)[C@H]3CC[C@]12C)C(C)C (some centres undefined),·,·,·,?,·
C[C@@H](Cc1cccc(C(F)(F)F)c1)NCCCc1ccccc1,·,·,·,i,·
C/C=C1/C[C@@H](C)[C@](O)(CO)C(=O)OCC2=CCN3CC[C@@H](OC1=O)C23 (some centres undefined),·,·,·,-85.4%[56.9 µM],·
CCCSc1cc(OC)c(CCN)cc1OC,-2.4%[99.4 µM],·,·,·,·
CN1CCN=C(c2ccccc2)c2cc(Cl)ccc21,-2.9%,·,·,·,·
C[C@]12CC[C@@H]3c4ccc(OC(=O)N(CCCl)CCCl)cc4CC[C@@H]3[C@H]1CC[C@@H]2OP(=O)(O)O,-15.0%,·,·,·,·
CCCCNC(C)(C)[P+](=O)O,-7.7%,·,·,·,·
Oc1ccc2c3c1OC1C(O)C=CC4[C@@H](C2)NCC[C@]314 (some centres undefined),64.7%[activator][99.4 µM],·,·,·,·
ClC[C@H]1CO1 (tested in a mixture with another compound),-5.1%,·,·,·,·
O=P1(N(CCCl)CCCl)NC(OO)CCO1 (centres undefined),4.2%,·,·,·,·

Some of the compounds tested; count on the stated rates, not on these rows.
